pAkt inh = HTS Assay for Inhibitors of Akt Phophorylation: Primary Screen | Neuro2A IGF-stimulated pAkt S473 HTRF, 20 min; hits give low values | activity change, % for hits at 50 µM | actives 0.32% (n = 360,000) | AID 651550, 2012; in the data active = activity change below about -80%; inconclusive = mostly about -51% to -80%; also: % is scaled to controls: 0 for no effect and ±100 for the full control effect
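Single-point screen (50 µM final compound) in Neuro2A cells stimulated 20 min with 6 nM IGF at 37 deg C. After lysis, Ser473-phosphorylated Akt read by HTRF (ex 330 nm, em 615/665 nm) as the 665/615 ratio.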
A549 tox = Nrf2 qHTS screen for inhibitors: counterscreen for cytotoxicity; actives 0.16% (n = 390,000); Potency, µM (doses to about 46 µM), for the others: at the top dose activity change, negative = cytotoxicity, usual class: inhibitors; A549 ARE-Fluc cells, CellTiter-Fluor viability, 18-24 h; AID 504648, 2011; also: potency is read from the fitted curve at half-maximal effect; % is scaled to controls: 0 for no effect and ±100 for the full control effect
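A549 ARE-Fluc cells in 5% FBS OPTI-MEM, 5000 cells/well, rested 2 h then exposed to compounds in concentration-response for 18-24 h at 37 °C. Viability by CellTiter-Fluor fluorescence (Ex 405/Em 525) after 30 min; luciferase luminescence (BugLite, 15 min, RT) read afterwards.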
MmCpn inh = Inhibitors of TCP-1 ring complex (TRiC) of Methanococcus maripaludis (MmCpn): qHTS. Chaperonin Mm-Cpn (Methanococcus maripaludis). purified Mm-Cpn ATPase, ADP Transcreener TR-FRET. Potency, µM (titrated, usually from 76.9 µM), without a hit: at the top dose activity, negative = inhibition, hits mostly inhibitors. actives 0.031% (n = 330,000). AID 504842, 2011; also: potency is read from the fitted curve at half-maximal effect; % is scaled to controls: 0 for no effect and ±100 for the full control effect; nearly all actives have a fitted effect of over 80% in size
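Compound-treated chaperonin, 25 nM final, turns over 10 uM ATP at 37°C for 30 min following a 10 min preincubation; ADP generated competes with ADP-d2 for Eu-cryptate antibody, lowering FRET.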
Nrf2 inh = Nrf2 qHTS screen for inhibitors. Potency, µM (titrated, usually from 46 µM), for inactives: at the highest dose activity change, negative = inhibition, usual class: inhibitors. A549 ARE-Fluc reporter, luciferase luminescence, 18-24 h. AID 504444, 2011. actives 2.1% (n = 360,000); also: potency is read from the fitted curve at half-maximal effect; % is scaled to controls: 0 for no effect and ±100 for the full control effect; nearly all actives have a fitted effect of over 60% in size
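Cells were seeded and rested 2 h, then exposed to compounds for 18-24 h. CellTiter-Fluor was read first as a viability measure. BugLite was added 15 min before the final luminescent read of ARE-luciferase activity in A549 cells.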
CCT modulator = High-Throughput Screening for Modulators of Cytosolic Chaperonin Activity; actives 0.3% (n = 360,000); purified chaperonin ATPase assay, HTRF ADP detection, 30 min; AID 651819, 2012; activity change, % (no concentration beside the values), hits read low; in the data active = activity change below about -30%; also: % is scaled to controls: 0 for no effect and ±100 for the full control effect
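Enzyme 40 or 20 nM (batch-dependent) in Tris pH 7.4/KCl/MgCl2/DTT; cpd 76 uM single point; ATP 10 uM; 30 min 37 °C; Transcreener ADP HTRF detection, 30 min RT; ratio 665/615.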
HepG2 tox = qHTS for Inhibitors of TGF-b: Cytotox Counterscreen. HepG2 CAGA-GFP viability, ATP luminescence, 18 h. Potency, µM (doses to about 46.1 µM), inactives show at the top dose activity change, negative = cytotoxicity, most hits filed as cytotoxic. actives 0.76% (n = 410,000). AID 588856, 2011; also: potency is read from the fitted curve at half-maximal effect; some results filed as inactive show a strong effect at the top dose
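CellTiter-Glo luminescence gave cytotoxicity after 18 hours at 37 degrees C. The cells were HepG2 CAGA-GFP in 1% FBS DMEM, stimulated with 500 pg/mL TGF-beta after compound addition. %Activity was normalised to no-cell wells (complete cell-killing) and DMSO (no toxicity), and curves were fitted and classified.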
Abeta yeast res = qHTS for compounds that reverse cellular toxicity of Amyloid beta (A-beta) peptide in yeast: Primary Screen; Potency, µM (top dose mostly 46.1 µM), for inactives: at the top dose growth rescue, hits mostly activators; yeast expressing A-beta42, growth rescue, OD600, 48 h; response scale: 0% DMSO, 100% iron-clioquinol control; actives 0.063% (n = 410,000); also: potency is read from the fitted curve at half-maximal effect; nearly all actives have a fitted effect of over 55% in size
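Yeast growth medium received pinned compounds, then yeast cells expressing toxic A-beta were added; plates incubated at 30 C for 48 hr. Growth read as absorbance at 600 nm, normalized to DMSO and equimolar FeCl3 plus clioquinol controls.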
Nrf2 activator = qHTS of Nrf2 Activators | AREc32 ARE-luciferase reporter (MCF7-derived line), luminescence, 24 h | Potency, µM (titrated, usually from 46.1 µM), inactives show at the highest dose activation, usual class: activators | actives 0.31% (n = 410,000) | AID 624171, 2012; also: potency is read from the fitted curve at half-maximal effect; % of control where 0% means no effect; nearly all actives have a fitted effect of over 65% in size
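AREc32 cells carrying an ARE-driven firefly luciferase, 1000 cells/well in OPTI-MEM with 5% FBS, dosed after overnight attachment and incubated 24 hr at 37 deg C. Steady-Glo luminescence read after 30 min at RT.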
TGFb SMAD3 inh = qHTS for Inhibitors of TGF-b. Potency, µM (doses to about 46.1 µM), for inactives: top-dose activity, negative = inhibition, usual class: inhibitors. actives 1.2% (n = 410,000). AID 588855, 2011. HepG2 CAGA-GFP TGF-b/SMAD3 reporter, GFP fluorescence, 18 h; TGF-beta stimulated, 500 pg/mL final; also: potency is read from the fitted curve at half-maximal effect; % is scaled to controls: 0 for no effect and ±100 for the full control effect; nearly all actives have a fitted effect of over 65% in size
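Using HEPG2 CAGA-GFP reporter cells at 1000 cells/well, we pinned test compounds, stimulated with recombinant TGF-beta (500 pg/mL final) and measured total well GFP after 18 h.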
* hit, by the source's call; i = inactive; ? = inconclusive; . = no result given; & = joins results of further samples; [ ] = remark or other dose. Unless noted, calls follow the shape of the dose curve; as a rule, active = well fitted curve in the direction sought with a large enough effect; inconclusive = small, poorly fitted or top-dose-only effect, or another doubt; inactive = no such curve, though single readings can be large; an effect the other way counts as inactive or inconclusive.

#	smiles	pAkt inh	A549 tox	MmCpn inh	Nrf2 inh	CCT modulator	HepG2 tox	Abeta yeast res	Nrf2 activator	TGFb SMAD3 inh
1	Cc1ccc(S(=O)(=O)N2CCCCC2)cc1NC(=O)COC(=O)Cc1c(F)cccc1Cl	i	9%	-1%	5%	-2.4	-59%	18%	0.2%	-16%
2	O=C(O)CN1C(=O)c2ccc(Oc3cccc4c3C(=O)N(CC(=O)O)C4=O)cc2C1=O	i	-3%	-2%	-14%	1.7	5%	0%	-0.4%	2%
3	Cc1nn(C)c(Oc2cccc(C(F)(F)F)c2)c1C=O	i	6%	1%	5%	-1.5	-13%	7%	0.2%	-2%
4	Cc1sc2nc(-c3ccc(Br)cc3)oc(=O)c2c1C	i	1%	-1%	6%	-38*	-1%	13%	3.6%	-3%
5	CN1C(=O)c2ccc(C(=O)Nc3ccc(Br)cn3)cc2C1=O	i	-3%	1%	14%	2.2	5%	9%	0.3%	21%
6	CS(=O)(=O)c1ccccc1-c1nnc(NC(=O)COc2ccc(Cl)cc2)o1	i	1%	1%	-12%	-3.8	-10%	-3%	-0.6%	-12%
7	COc1ccc(C(=O)Cc2cc(OC)c(OC)cc2C(=O)c2ccccc2F)cc1OC	i	-2%	-3%	?	1.2	-12%	-3%	-0.2%	-7%
8	Oc1ccc(C[C@H]2CNCCN2CCc2cccc3ccccc23)cc1	i	-1%	-1%	0%	-2.5	-60%	18%	2.2%	?
9	O=CN1CCCN(Cc2nc(Cc3ccccc3F)no2)CC1	i	7%	1%	-3%	1.0	-7%	12%	-0.1%	-12%
10	CCCCC(=O)N(C)c1c(C)nc2ccc(C(=O)N3CCN(C(C)=O)CC3)cn12	i	.	.	.	1.7	-1%	-4%	-0.1%	-1%
11	COc1ccc(Nc2ncc(C(=O)Nc3cccc(Cl)c3)c3ccccc23)cc1	.	-15%	.	5%[9.27 µM]	.	-39%	-15%	5.9%	?
12	COCCN(CC1CCCN(C2Cc3ccccc3C2)C1)C(=O)c1ccc(C(C)=O)cc1 (stereo unspecified)	i	-2%	1%	13%	-1.5	-2%	-1%	1.4%	-6%

Continued, starting with the last 2 of the part before.
#	smiles	pAkt inh	A549 tox	MmCpn inh	Nrf2 inh	CCT modulator	HepG2 tox	Abeta yeast res	Nrf2 activator	TGFb SMAD3 inh
11	COc1ccc(Nc2ncc(C(=O)Nc3cccc(Cl)c3)c3ccccc23)cc1	.	-15%	.	5%[9.27 µM]	.	-39%	-15%	5.9%	?
12	COCCN(CC1CCCN(C2Cc3ccccc3C2)C1)C(=O)c1ccc(C(C)=O)cc1 (stereo unspecified)	i	-2%	1%	13%	-1.5	-2%	-1%	1.4%	-6%
13	Cc1ccc(N2C(=O)CSC2c2c(F)cccc2Cl)cc1 (stereo unspecified)	i	-1%	-1%	-28%	-0.3	11%	-16%	0.0%	0%
14	COc1cc2c(cc1OC)CN(C(=O)CSc1nc3[nH]ncc3c(=O)n1-c1ccccc1)CC2	i	-3%	3%	?	1.4	9%	2%	4.4%	5%
15	COc1ccc(NC(=O)c2cc3ccccc3cc2OC)cc1OC	i	0%	-6%	22%	-2.4	-13%	-5%	14%	-4%
16	CCCNC(=O)c1ccc(C2SCC(=O)N2Cc2ccccc2)cc1 (stereo unspecified)	i	-4%	-1%	-6%	-2.5	-11%	5%	-0.4%	?
17	COc1cccc(CN2CCN(c3ncccn3)CC2)c1	i	-2%	0%	-7%	-2.1	-6%	-24%	-0.1%	0%
18	COc1ccccc1-c1coc2c(CN3CCCCC3C)c(O)ccc2c1=O (stereo unspecified)	i	2%	-8%	19%	1.7	8%	9%	0.0%	-2%
19	Cc1ccc(NC(=O)c2oc3ccc(S(=O)(=O)N4CCCCC4)cc3c2C)cc1C	.	13%	.	.	.	-21%	-14%	-0.6%	-7%
20	O=C1CSC(c2cn(-c3ccccc3)nc2-c2cc3ccccc3oc2=O)N1Cc1cccnc1 (stereo unspecified)	i	-1%	-5%	-14%	1.7	-14%	20%	9.6%	-6%
21	CCCC(=O)Nc1ccc(Cl)c(NC(=O)c2ccco2)c1	i	-4%	-1%	-20%	0.7	4%	16%	0.4%	-3%
22	CCOC(=O)N1CCC(NC(=O)c2cnn(-c3ccc(C)cc3)c2-n2cccc2)CC1	.	2%	.	-4%	.	-3%	3%	0.7%	-3%
23	FC(F)(F)c1cccc(-c2cc3nc(NCCCn4ccnc4)ccn3n2)c1	i	.	.	.	-1.8	-13%	-33%	15%	-17%
24	CCC(C)(C)C(=O)O	i	-3%	?	5%	-2.3	-2%	-12%	-0.9%	11%
25	Cc1cc(C)c(C)c(OCCN2CC(C)OC(C)C2)c1 (stereo unspecified)	i	0%	-4%	-7%	-2.4	-6%	-19%	-1.2%	-10%
26	O=C(NCc1ccc(Cl)cc1)c1ccc(-n2cccn2)nc1	i	-1%	-1%	-7%	-4.0	6%	-5%	-0.3%	23%
27	CCCCC(=O)Nc1nnc(SCC(=O)N2CCN(c3ccccc3OC)CC2)s1	i	-6%	0%	-13%	0.3	2%	14%	0.0%	0%
28	COc1c(Cl)cc(C(=O)Nc2ccccc2-c2ccccc2)cc1Cl	i	1%	-2%	-7%	-2.1	1%	-18%	4.1%	-15%
29	Cc1nc2sc3c(c2c2nnc(SCC(=O)NCc4ccco4)n12)CCCC3	.	-6%	-4%	-26%	-5.5	-4%	-8%	5.9%	2%
30	Cc1ccc(S(=O)(=O)Nc2ccc3c(c2)C(=O)NC3=O)cc1[N+](=O)[O-]	i	-8%	1%	3%	0.1	0%	-12%	-0.6%	-3%
31	CCN(CC)CCCNC(=S)N(CCO)Cc1cc2cc3c(cc2[nH]c1=O)OCCO3	i	5%	-3%	8%	-1.1	-6%	-6%	-0.2%	0%
32	O=C1c2ccsc2SCCN1Cc1cccc(Cl)c1	i	5%	0%	-3%	-0.1	6%	-36%	0.5%	?
33	Cc1cccc(C(=O)Nc2ccn(C)n2)c1	i	-1%	-5%	?	-1.7	3%	-1%	-0.3%	4%
34	COc1ccc(Cl)cc1NC(=O)CN1CCN(S(=O)(=O)c2ccc(F)cc2)CC1	i	-9%	-3%	-10%	0.7	-11%	-8%	-0.2%	-19%
35	Cc1nc(SC(C)C(=O)NC2CCCCC2C)c2c(C)c(C)sc2n1 (stereo unspecified)	i	0%	-11%	4%	0.6	11%	5%	0.3%	6%
36	CNC(=S)N1CCn2cccc2C1c1ccc(F)cc1 (stereo unspecified)	i	0%	0%	?	1.7	5%	2%	-0.4%	-8%
37	Cc1ccccc1-c1ncnn1-c1sc2c(c1C#N)CCCCC2	.	-2%	.	?	.	4%	-14%	5.6%	3%
38	CCOc1ccc(OCC)c(NC(=O)c2cnc(SC)nc2-c2ccccc2)c1	.	0%	.	1%	.	2%	-18%	3.4%	-3%
39	Cc1ccc(-n2nc3c(=S)[nH]nc(C)c3c2C)cc1	i	-7%	-36%	19%	-2.0	-71%	8%	-0.4%	?
40	CCOc1ccc(CNC(=O)CCS(=O)(=O)Cc2cccc(Cl)c2)cc1OC	i	2%	0%	3%	0.8	11%	0%	0.1%	9%
41	Cc1cccc(CCNC(=O)CC2C(=O)NCCN2Cc2ccc(F)c(F)c2)n1 (stereo unspecified)	i	1%	2%	7%	0.9	5%	9%	0.2%	1%
42	COc1cc(OC)c2c(-c3ccccc3)cc(=O)oc2c1C(CC(=O)N1CCOCC1)c1ccc(N(C)C)cc1 (stereo unspecified)	i	-6%&1%	1%	-4%&-6%	1.2	0%&-26%	2%	3.5%	-9%&-1%
43	COc1cccc(CSc2nnc(-c3ccc(F)cc3)o2)c1	.	-9%	1%	-8%	-3.3	-21%	-18%	-0.9%	?
44	Cc1ccc(-n2ncc3c(=O)n(CC(=O)Nc4cccc(Cl)c4)cnc32)cc1C	i	-7%	-1%	-11%	1.7	-3%	-21%	0.4%	0%
45	CCOc1ccccc1/C=N/NC(=O)c1nnn(-c2nonc2N)c1CN1CCCCCC1	i	13%	.	14%	0.3	-3%	9%	-0.3%	-2%
46	CC[C@]12c3[nH]c4cc(-c5ccco5)ccc4c3CCN1C(=O)[C@@H](CC(=O)NC(C)(C)C)C[C@@H]2C(=O)N1CCN(C(=O)C2CC2)CC1	i	-1%	0%	4%	0.6	6%	-8%	0.8%	?
47	O=C(NCCCc1ccccc1)c1ccc(F)cc1	i	3%	-4%	?	-3.4	-1%	23%	2.2%	2%
48	Cc1nn(-c2ccccc2)c(C)c1C(=O)OCC(=O)c1c(N)n(CC(C)C)c(=O)n(C)c1=O	i	?	0%	5.8µM*	-1.6	-4%	1%	-0.7%	?
49	CCN1C(=O)[C@H]2[C@@H](c3ccc(C)cc3)N3C(=O)N(c4ccccc4)C(=O)[C@@]3(Cc3ccccc3)[C@H]2C1=O	i	-1%	-1%	10%	1.6	-20%	-15%	-0.2%	-16%
50	COc1ccc(CCNC(=O)c2cc(-c3ccccn3)nc3c(Cl)cccc23)cc1OC	i	-5%	1%	-7%	-3.9	0%	-11%	2.8%	?
51	CCCC(C)C(=O)Nc1nnc(CCc2ccccc2)s1 (stereo unspecified)	i	9%	1%	5%	1.3	-13%	14%	-0.2%	-3%
52	CN1CCN(S(=O)(=O)c2ccc3c(c2)NC(=O)CS3)CC1	i	1%	2%	-17%	-0.9	17%	.	0.4%	1%

An unsorted share of the library. About 4.3% of those tested had a hit in this group.
